# TRPC4 potent = positive allosteric modulators of TRPC4, primary screen, cell-based, mouse TRPC4beta, HEK293 mu-opioid, Fluo-4 calcium; AID 2227, 2009; B-score at 10 µM; Short transient receptor potential channel 4 (Mus musculus), Q9QUQ5; 310,000 compounds, 0.42% hits; DAMGO EC20, Fluo-4 Ca2+ flux; active compounds read high;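 active = B-score of calcium response area above 5 SD of library B-scores, with initial fluorescence ratio within 5 SD of library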;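 also: B-score of integrated fluorescence ratio over time as area under calcium response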
# Target sequence (Q9QUQ5 whole entry, looked up): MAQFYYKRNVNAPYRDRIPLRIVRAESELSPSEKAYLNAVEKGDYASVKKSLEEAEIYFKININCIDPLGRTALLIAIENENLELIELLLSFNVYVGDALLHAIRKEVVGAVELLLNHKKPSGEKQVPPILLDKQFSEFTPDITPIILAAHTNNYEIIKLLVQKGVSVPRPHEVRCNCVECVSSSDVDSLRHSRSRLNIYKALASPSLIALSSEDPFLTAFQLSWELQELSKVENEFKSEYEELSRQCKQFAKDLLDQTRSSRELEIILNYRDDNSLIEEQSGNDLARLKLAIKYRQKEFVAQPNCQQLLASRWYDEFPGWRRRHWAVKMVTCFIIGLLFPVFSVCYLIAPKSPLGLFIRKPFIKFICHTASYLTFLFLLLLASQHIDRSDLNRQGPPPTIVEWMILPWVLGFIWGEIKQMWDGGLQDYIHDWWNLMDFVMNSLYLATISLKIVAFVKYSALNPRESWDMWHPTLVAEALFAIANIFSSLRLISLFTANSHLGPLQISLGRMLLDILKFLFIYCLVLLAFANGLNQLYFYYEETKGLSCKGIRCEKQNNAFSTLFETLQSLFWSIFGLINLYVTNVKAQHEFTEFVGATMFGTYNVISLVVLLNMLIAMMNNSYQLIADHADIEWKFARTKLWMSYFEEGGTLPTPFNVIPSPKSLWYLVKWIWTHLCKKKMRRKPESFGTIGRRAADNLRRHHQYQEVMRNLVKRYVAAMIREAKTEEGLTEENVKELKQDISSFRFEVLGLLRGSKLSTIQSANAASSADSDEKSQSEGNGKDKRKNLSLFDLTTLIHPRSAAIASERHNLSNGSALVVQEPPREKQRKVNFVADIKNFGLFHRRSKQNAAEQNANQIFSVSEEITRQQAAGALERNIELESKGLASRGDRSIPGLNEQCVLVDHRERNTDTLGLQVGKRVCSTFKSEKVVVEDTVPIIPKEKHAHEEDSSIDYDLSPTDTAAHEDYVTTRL
# HIF act = HIF pathway transcriptional activators, primary screen, cell-based, U2OS HRE-luciferase, luminescence | AID 1910, 2009 | 300,000 compounds, 0.32% hits | activation, % at 7.5 µM (by protocol) | U2OS HRE-luciferase reporter; normalized: DMSO 0%, desferrioxamine 100%;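 active = mean activation of at least 10% of the iron chelator positive control signal, with at least half of replicates also reaching 10%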
# aSyn 5UTR inh = MLPCN primary screen, SNCA 5' untranslated region | inhibition, % (tested at 7.5 µM) | alpha-synuclein 5'UTR reporter, inhibitor activity | 300,000 compounds, 0.82% hits; in the data active = inhibition above about 60%;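 also: H4 neuroglioblastoma cells stably carrying SNCA 5'UTR luciferase fusion; 0% = DMSO wells and 100% = positive control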
# TRPC6 inh = mouse TRPC6 channel inhibitors, primary screen, cell-based, HEK293, membrane potential dye; ACh-evoked depolarization; active compounds read low; B-score at 10 µM; 310,000 compounds, 1.1% hits;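 active = B-score under library mean minus 3 SD, initial fluorescence not abnormally high, positive integrated signal ratio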;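 also: B-score derived from integrated fluorescence ratio over the kinetic read; more negative B-score means stronger inhibition of depolarization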
# TRPC4 agonist = activators of mouse TRPC4 channel, primary screen, Fluo4 calcium, HEK293 TRPC4beta/mu-opioid cells; Short transient receptor potential channel 4 (Mus musculus), Q9QUQ5; Fluo4 calcium fluorescence; active compounds read high; B-score at 10 µM; 310,000 compounds, 0.49% hits; AID 2237, 2010;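 active = B-score above 5 SD of library B-scores, and initial fluorescence ratio not above library mean plus 5 SD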;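 also: positive B-score marks a calcium rise read as TRPC4 activation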
#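 Assay system: HEK293 stable line with TRPC4beta plus mu-opioid receptor. Times: dye 45 min RT, read 110 s. Measured by: kinetic Fluo4 calcium fluorescence. Measure: B score of integrated ratio. Controls: assay buffer as low control, maximal DAMGO as high control.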
# TRPC4 inh = inhibitors of mouse TRPC4 channel, primary screen, Fluo4 calcium, HEK293 TRPC4beta/mu-opioid cells | Short transient receptor potential channel 4 (Mus musculus), Q9QUQ5 | DAMGO-evoked Fluo4 calcium flux; active compounds read low | 300,000 compounds, 0.39% hits | B-score at 10 µM;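 active = B-score over 3 SD under the library average, no early fluorescence shift, positive overall ratio signal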
#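 Assay system – HEK293 line stably carrying TRPC4beta and mu-opioid receptor · Doses – single dose · Detection – Fluo4 calcium-dye fluorescence, kinetic read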
# MrgX1 antag = antagonists of human MrgX1 receptor, primary screen, HEK293 cells, Fluo-4 calcium flux; Mas-related G-protein coupled receptor member X1 (Homo sapiens), Q96LB2; BAM8-22 antagonism; active compounds read low; B-score at 10 µM; 310,000 compounds, 1.3% hits;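 active = calcium-response B-score plate-corrected more than 3 library SD below zero, starting fluorescence within 5 deviations, no agonist response on first addition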;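 also: peak minus trough fluorescence over baseline after final BAM8-22 challenge near maximal dose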
# SKKanGAS inh = S. pyogenes SKKanGAS growth inhibitors in kanamycin, primary screen, streptokinase expression inhibitor project, SKKanGAS strain, BacTiter-Glo luminescence. 6 h. inhibition, % at 7.5 µM. 300,000 compounds, 1.3% hits;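 active = mean replicate score, as percent of positive control median, at least 50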;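 also: strain carries kanamycin resistance gene driven by streptokinase promoter and grows in 40 µg/ml kanamycin; loss of luminescence reflects streptokinase promoter inhibition or plain growth inhibition; 0% = median of DMSO wells and 100% = positive control at its reference dose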
# IEC-6 tox = cytotoxicity in IEC-6 intestinal epithelial cells, primary screen, cytotoxicity control for KLF5 inhibitor project, cell-based, luminescence. IEC-6 cytotoxicity, luminescence viability. inhibition, % at 5 µM. 290,000 compounds, 0.78% hits. AID 1825, 2009; in the data active = inhibition above about 22%;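 also: 0% = plate median of test compound wells and 100% = cytotoxic reference compound wells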
# TRPC6 activator = mouse TRPC6 channel activators, primary screen, cell-based, HEK293, membrane potential dye | AID 2550, 2010 | 310,000 compounds, 0.13% hits | Short transient receptor potential channel 6 (Mus musculus), Q61143 | HEK293-TRPC6 membrane potential dye fluorescence; active compounds read high | B-score at 10 µM;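 active = B-score of the integrated fluorescence ratio above library mean plus 3 SD, and starting fluorescence ratio within library mean plus 5 SD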;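 also: higher score means more depolarization so channel activation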
# KLF5 inh = KLF5 expression inhibitors, primary screen, DLD-1 cells, luminescence. DLD-1 KLF5 promoter-luciferase reporter. inhibition, % at 5 µM. 290,000 compounds, 0.23% hits;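 active = inhibition above a per-plate limit of that plate's mean compound inhibition plus 3 SD, cut at about 60% in these data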;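 also: 0% = DMSO wells and 100% = LY294002 at 200 µM; higher means less KLF5 promoter-driven luciferase light; inactives centre near -14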
# The depositor's hits bear a star; i = inactive; . = no result given.
# Results follow in this order: aSyn 5UTR inh, HIF act, TRPC6 activator, SKKanGAS inh, IEC-6 tox, MrgX1 antag, TRPC4 inh, TRPC4 agonist, KLF5 inh, TRPC4 potent, TRPC6 inh
CCC1(CC)Cc2ccccc2C(=O)N1
→ -6, 0.2, i, 1, -1, i, i, i, -22, i, i
COC(=O)[C@]1(Cc2ccccc2)N[C@H](c2ccc(-c3ccc4c(c3)OCO4)cc2)[C@@H]2C(=O)N(C)C(=O)[C@@H]21
→ -7, 2.0, i, 14, ., i, i, i, ., i, i
Cc1cnc(C)c(N2CCN(Cc3cn(C)nc3-c3cccc(Cl)c3)CC2)n1
→ 12, 0.5, i, -4, 0, i, i, i, -14, i, i
NC(=O)COC(=O)/C=C/c1ccccc1[N+](=O)[O-]
→ -47, 0.1, i, -2, -11, i, i, i, -23, i, i
Cc1ccccc1NC(=O)c1nc(S(C)(=O)=O)ncc1Cl
→ 6, -0.6, i, 12, 40*, i, i, i, 4, i, i
COC(=O)c1nc2ccccc2s1
→ 7, 1.2, i, 0, 0, i, i, i, -22, i, i
O=C(CN1CCCC1)Nc1ccc(NC(=O)Nc2ccccc2Cl)cc1
→ -126, 1.6, i, -10, -4, i, i, i, -38, i, i
Cc1ccc(C(=O)CC(C(=O)O)P(=O)(c2ccccc2)c2ccccc2)cc1 (stereo not drawn)
→ 15, 0.3, i, -5, -3, i, i, i, -16, i, i
COCc1ccc(CN2CCC(n3nccc3NC(=O)C(OC)c3ccccc3)CC2)o1 (stereo not drawn)
→ -2, 0.5, i, 4, 2, i, i, i, -34, i, i
C#CCNC(=O)C1=C[C@H](c2ccc(Br)cc2)[C@@H](CCCO)[C@H](OCC)O1
→ 12, 0.0, i, 3, 1, i, i, i, -18, i, i
Cc1nnc(SCC2CCCO2)n1-c1ccccc1 (stereo not drawn)
→ 6, -0.5, i, -3, 4, i, i, i, -8, i, i
O=C(CCc1nnc(-c2ccc3c(c2)OCO3)o1)N1CCC(c2ccc(F)cc2)C1 (stereo not drawn)
→ -104, 3.1, i, -22, -1, i, i, i, -36, i, i
CCN(CC(=O)Nc1c(F)cccc1F)C(=O)C1CC(=O)N(c2ccc3c(c2)OCCO3)C1 (stereo not drawn)
→ 13, -0.8, i, -5, ., i, i, i, ., i, i
CCCCc1ccc(NC(=O)CC(C)C)cc1
→ -70, 0.6, i, 1, 7, i, i, i, -91, i, i
COCCn1c(C)cc(C(=O)CSc2nc(C)c(C)c(C)n2)c1C
→ 20, 0.2, i, -6, 4, i, i, i, 8, i, i
Cc1cc(Cl)ccc1OCCCC(=O)NCC1CCCO1 (stereo not drawn)
→ -6, 0.2, i, -12, -11, i, i, i, -13, i, i
COc1ccc(N(C)C(=O)Nc2ccc3c(c2)nnn3C)cc1
→ 22, 0.5, i, 2, -7, i, i, i, -31, i, i
O=C(Nc1cccc2cccnc12)c1ccccc1Cl
→ -13, 0.5, i, -9, ., i, i, i, ., i, i
O=C(CCCN1C(=O)/C(=C/c2ccccc2)SC1=S)N1CCOCC1
→ -4, 0.4, i, -8, 6, i, i, i, 16, i, i
CCc1ccc2oc(=O)cc(CN3CCN(CCO)CC3)c2c1
→ 22, -0.3, i, -8, 1, i, i, i, -5, i, i
CCCCCCCC(=O)Nc1cc(C(=O)NCCC)ccc1N1CCC2(CC1)CC(c1ccccc1)=NO2
→ 37, 0.2, i, 22, -2, i, i, i, -22, i, i
CC(C)CNC(=O)[C@H](Cc1ccccc1)NC(=O)c1ccco1
→ 8, 0.0, i, 4, 1, i, i, i, -8, i, i
COc1ccccc1NC(=O)Nc1cccnc1
→ ., ., i, ., 1, i, i, i, -44, i, i
COc1ccc(-c2cnc(SCCNC(=O)c3ccc4c(c3)OCO4)[nH]2)cc1
→ 18, 0.0, i, -8, ., i, i, i, ., i, i
CCCNC(=O)Nc1ccc(C)cc1C
→ -6, -38, i, 15, 0, i, i, i, -9, i, i
Cc1ccc(N2CC(O)Cn3c2nc2c3c(=O)n(C)c(=O)n2C)cc1 (stereo not drawn)
→ -6, 0.2, i, -4, 0, i, i, i, -7, i, i
OCCCn1c(CCNc2nc(-c3ccc(F)cc3)cs2)nc2cc(C(F)(F)F)ccc21
→ 17, -0.1, i, 27, ., i, i, i, ., i, i
CCCn1c(N)c(C(=O)CSc2ncc(C(F)(F)F)cc2Cl)c(=O)[nH]c1=O
→ 38, -0.1, i, 8, 2, i, i, i, -10, i, i
O=C(O)C1CCN(C(=O)c2ccc3c(c2)OCO3)CC1
→ 19, -0.3, i, 3, 3, i, i, i, -18, i, i
CCCCOC(=O)CSCC(=O)Nc1cc(C)on1
→ 9, -0.6, i, 9, -7, i, i, i, 0, i, i
COC(=O)c1ccccc1NC(=O)CSc1nc(NC(=O)c2ccccc2)c2c(C)c(C)oc2n1
→ 15, -0.2, i, 25, -2, i, i, i, -18, i, i
Cc1ccc(C(=O)N/C(=C\c2ccccc2)C(=O)NCc2ccncc2)cc1
→ 19, -0.5, i, 5, ., i, i, i, ., i, i
O=S(=O)(NCc1ccccc1)c1ccc2c(c1)OCCO2
→ -22, -24, i, 1, 3, i, i, i, -3, i, i
O=C(CC1C(=O)NCCN1Cc1cccc(C(F)(F)F)c1)NCCCOc1cccnc1 (stereo not drawn)
→ 9, 4.8, i, 0, -2, i, i, i, -20, i, i
Cc1nc(CC(=O)Nc2nccs2)cs1
→ 2, 0.1, i, -3, 2, i, i, i, 3, i, i
CCC(=O)Nc1nnc(Cc2ccccc2)s1
→ 1, -0.1, i, -2, 0, i, i, i, -7, i, i
CCOc1cc(/C=C(\C#N)C(=O)Nc2cccc(C(=O)O)c2)ccc1OCc1ccc(Br)cc1
→ -11, 0.1, i, 26, -5, i, i, i, -23, i, i
Cc1nn2c(NCCOCCO)c3c(nc2c1-c1ccccc1)CCCC3
→ 15, -0.3, i, -1, -6, i, ., i, -26, i, i
CCOC(=O)/C(C#N)=C/c1ccc(SC)cc1
→ -7, -0.2, i, -6, -1, i, i, i, -2, i, i
COc1ccc(NC(=O)c2cnc3sccn3c2=O)cc1
→ -133, 2.3, i, 18, 1, i, i, i, -2, i, i
O=[N+]([O-])c1cccc(-c2cn3ccccc3n2)c1
→ -93, 1.1, i, -7, -1, i, i, i, -131, i, i
CNC(=S)Nc1ccccc1-c1ccccc1
→ 5, -0.2, i, -2, -5, i, i, i, -9, i, i
Cc1cc(C(=O)N/N=C/c2ccc3c(c2)OCO3)c(C)n1-c1ccc(F)cc1
→ -61, 1.3, i, 13, 9, i, i, i, -23, i, i
O=S1(=O)CCOCCCN1Cc1ccc(Cl)cc1
→ -1, -0.8, i, -1, -5, i, i, i, 1, i, i
O=C(NC1CC2CCCC(C1)N2C(=O)Nc1ccccc1Cl)C1CC1 (stereo not drawn)
→ 10, -0.3, i, -4, -3, i, i, i, -6, i, i
O=C(CSc1ncn[nH]1)Nc1ccc2c(c1)OCCO2
→ -62, 0.0, i, -1, 6, i, i, i, -50, i, i
CCOc1ccc(C(=O)Nc2nnc(S(=O)(=O)Nc3ccccc3C)s2)cc1
→ -2, -0.4, i, 31, -16, i, i, i, -19, i, i
Cc1ccccc1NC(=O)c1ccc(F)c(S(=O)(=O)N2CCCCC2)c1
→ 10, -1.0, i, -1, -4, i, i, i, 21, i, i
Brc1ccc(-c2nc(-c3ccccn3)no2)o1
→ 80*, -1.8, i, 7, 7, i, i, i, -25, i, i
CCOC(=O)C1=CSC2=NS(=O)(=O)CCN12
→ 2, ., i, -3, 1, i, i, i, -20, i, i
COc1ccc(OC)c(NC(=O)CSc2nncc3ccc(OC)c(OC)c23)c1
→ 12, -0.3, i, 15, 2, i, i, i, -13, i, i
COc1cccc(CNCCc2c[nH]c3ccccc23)c1OCc1ccccc1
→ 22, -0.2, i, 25, 7, i, i, i, -4, i, i
O=S(=O)(c1ccccc1F)N1CCC(Oc2ccc(-n3cnnn3)cc2)CC1
→ -22, 0.1, i, 3, -4, i, i, i, -20, i, i
O=C(NCc1ccco1)c1ccc(COCC(F)(F)F)cc1
→ 12, -0.4, i, 5, -5, i, i, i, 1, i, i
O=C(CSc1n[nH]c(-c2ccncc2)n1)Nc1ccc(F)cc1
→ 4, 0.4, i, 1, 0, i, i, i, 6, i, i
COc1ccc(C2(C(=O)NCC3CCCO3)CCOCC2)cc1 (stereo not drawn)
→ -5, -0.5, i, 1, 0, i, i, i, -25, i, i
N/C(=N\N=C\c1ccc2c(c1)OCO2)c1nonc1N
→ -34, 0.6, i, -9, 0, i, i, i, -116, i, i
Cc1ccc(S(=O)(=O)N/N=C/c2ccc(OCC(=O)NC(C)C)cc2)cc1
→ -13, -0.2, i, -5, 0, i, i, i, -17, i, i
Cc1ccc(S(=O)(=O)NCCN2CCOCC2)s1
→ -13, 0.5, i, 4, 2, i, i, i, -13, i, i
COc1cc(OC)cc(OCC(O)Cn2cnc3cc(C)c(C)cc32)c1 (stereo not drawn)
→ -29, -0.2, i, -2, 5, i, i, i, -19, i, i

# Next part
# Results follow in this order: aSyn 5UTR inh, HIF act, TRPC6 activator, SKKanGAS inh, IEC-6 tox, MrgX1 antag, TRPC4 inh, TRPC4 agonist, KLF5 inh, TRPC4 potent, TRPC6 inh
CC(C)N(C(=O)CSc1ncnc2sc(-c3ccccc3)cc12)C(C)C
→ -88, 0.0, i, 14, -3, i, i, i, -25, i, i
COc1cc(/C=C/C(=O)O)cc(S(=O)(=O)NCC2CCCO2)c1OC (stereo not drawn)
→ -1, -0.7, i, -2, 0, i, i, i, -20, i, i
O=C(Nc1ccccc1)c1cccc(S(=O)(=O)Nc2ccccn2)c1
→ 7, 0.1, i, -5, 7, i, i, i, 3, i, i
CCOC(=O)c1cnc(SCc2ccccc2)nc1N
→ -183, 1.2, i, 10, 9, i, i, i, -128, i, i
Clc1ccc2c(NCc3cccs3)ncnc2c1
→ -24, 0.8, i, -1, 5, i, i, i, -11, i, i
CC1CCC2C(=O)N(c3cccc(C(=O)Nc4ccccc4Cl)c3)C(=O)C2C1 (stereo not drawn)
→ -4, -0.4, i, -11, -2, i, i, i, -30, i, i

# Source: PubChem (several laboratories)
